Screening results as filed in PubChem.
TbREL1 inh = TbREL1 inhibition, primary screen. TbREL1 RNA ligation, FRET fluorescence. inhibition, % at 9.66 µM. 89,000 compounds, 0.49% hits;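 active means inhibition above the mean inhibition across all screened compounds plus 3 SD, cut at about 11% in these data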;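 further: 0% = plate median of test wells and 100% = NSC42067 control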
Target sequence (P86926 whole entry, looked up): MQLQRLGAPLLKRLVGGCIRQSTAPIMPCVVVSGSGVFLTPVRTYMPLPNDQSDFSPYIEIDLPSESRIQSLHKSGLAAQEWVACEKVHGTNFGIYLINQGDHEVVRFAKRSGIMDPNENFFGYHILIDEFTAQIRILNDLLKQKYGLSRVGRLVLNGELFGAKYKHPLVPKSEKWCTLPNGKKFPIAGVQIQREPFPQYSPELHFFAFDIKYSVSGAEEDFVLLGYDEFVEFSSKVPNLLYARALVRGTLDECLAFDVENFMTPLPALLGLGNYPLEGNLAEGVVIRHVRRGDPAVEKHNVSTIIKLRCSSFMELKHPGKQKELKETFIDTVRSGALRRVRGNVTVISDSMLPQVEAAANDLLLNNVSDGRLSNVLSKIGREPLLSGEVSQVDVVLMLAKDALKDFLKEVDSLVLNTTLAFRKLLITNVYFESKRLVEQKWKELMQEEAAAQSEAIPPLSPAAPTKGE
* marks the source's active call; other numbers are inactive results. These rows are one share of the data (hit frequency here may not be typical).

SMILES	TbREL1 inh
CN1CCN(c2ccc(NC(=O)c3cccs3)cc2)CC1	5.2
CCc1ccc(C2(C)SC(NC(C)=O)=NN2C(C)=O)cc1 (stereo unspecified)	-2.3
COc1ccc(CCNC(=O)Nc2ccc3nc([C@@H]4O[C@H](CO)[C@@H](O)[C@H](O)[C@H]4O)[nH]c3c2)cc1Br	-1.3
Cc1cc(NC(=O)c2ccccc2)no1	1.8
O=S(=O)(NCC(c1cccnc1)N1CCN(c2ccccc2)CC1)c1cccs1 (stereo unspecified)	-2.5
COc1ccc(-n2c(SCC(=O)C(C)(C)C)nc3ccsc3c2=O)cc1	1.5
CN(C(=O)COC(=O)c1cc2c(s1)CCCCC2)c1ccccc1	3.4
O=[N+]([O-])c1ccc(-n2cnc3ccccc32)c([N+](=O)[O-])c1	-0.3
COc1ccc(C2Nc3ccccc3C(=O)N2NS(=O)(=O)c2ccccc2)cc1OC (stereo unspecified)	0.9
O=C(Nc1ccc(O)cc1C(=O)O)c1cccc(Br)c1	1.0
O=C(CCCCCN1C(=O)C2C3C=CC(C3)C2C1=O)Nc1ccc(Cl)cc1 (stereo unspecified)	5.2
CN(C)CCOC(=O)C12CC3CC(C1)CC(C(=O)OCCN(C)C)(C3)C2	-2.0

Next part (3 carried over from the part before).
SMILES	TbREL1 inh
O=C(Nc1ccc(O)cc1C(=O)O)c1cccc(Br)c1	1.0
O=C(CCCCCN1C(=O)C2C3C=CC(C3)C2C1=O)Nc1ccc(Cl)cc1 (stereo unspecified)	5.2
CN(C)CCOC(=O)C12CC3CC(C1)CC(C(=O)OCCN(C)C)(C3)C2	-2.0
O=C1[C@H]2[C@@H](c3ccc(F)cc3)N3C(=O)N(c4cccc(Cl)c4)C(=O)[C@@]3(Cc3ccccc3)[C@H]2C(=O)N1C1CCCCC1	-0.5
CS(=O)(=O)N(CC(=O)N1CCc2ccccc2C1)Cc1ccc(F)cc1	0.3
CNC(=O)CC1C(=O)N(c2ccc(OC)cc2)C(=S)N1NC(=O)c1cccc(F)c1 (stereo unspecified)	4.5
COc1ccc(S(=O)(=O)N2CCCC2CNC(=O)C(=O)NCc2ccccc2Cl)cc1 (stereo unspecified)	-1.9
CCCCN1/C(=C/c2cccc[n+]2C)Sc2cc(NC(C)=O)ccc21	-8.0
COC(=O)N/N=C/c1c(C)c(C(=O)c2ccc(F)cc2)n2ccccc12	0.9
C#CCOCCOCCOCCNc1nc(N2CCOCC2)nc(N2CCN(C(=O)[C@H](CCCCN)n3cc([C@@H](N)C(C)CC)nn3)CC2)n1 (stereo partly specified)	7.9
C=CCC(Nc1ccccc1)c1cccc(OC)c1OC (stereo unspecified)	-3.7
Clc1ccc(-c2nnc(N3CCCC3)nn2)cc1	3.4
Cc1ccc(S(=O)(=O)NC(=O)Nc2cccc(C)n2)cc1	2.0
Cn1c(C(O)c2ccc3c(c2)OCO3)nc2ccccc21 (stereo unspecified)	-5.1
O=C(NNC(=O)c1nn(-c2ccc(F)cc2)ccc1=O)Nc1cccc(Cl)c1	-0.1
O=[N+]([O-])c1ccc2nc(COCc3nc4ccccc4[nH]3)[nH]c2c1	2.0
COc1ccc(NC(=O)Nc2cc(C(C)(C)C)on2)cc1OC	3.4
CCOC(=O)C1(C)CCN1C(=O)c1ccccc1Br (stereo unspecified)	0.8
O=C(O)CCc1ccc(-c2ccc(Br)cc2)o1	-1.8
Cc1ccc(NC(=O)Cn2ccc([N+](=O)[O-])n2)cc1Cl	5.4
CC(=O)Oc1ccc2c(c1)OC(c1ccccc1)CC21CC(C)(C)NC(=S)N1 (stereo unspecified)	-2.1
CC1CCC2(CC1)NC(=S)N(c1ccccc1)N2 (stereo unspecified)	2.6
CC1Cc2ccccc2N1C(=O)CCS(=O)(=O)c1cccc2nonc12 (stereo unspecified)	-2.0
COc1ccccc1CN(Cc1nc2ccccc2c(=O)[nH]1)C(=O)Nc1ccccc1	2.3
Cc1ccc(S(=O)(=O)N2CCCC(C(=O)Nc3ccc(NC(=O)c4ccccn4)cc3)C2)cc1 (stereo unspecified)	-1.7
CN(Cc1cccs1)c1ncnc2ccc(-c3ccc4c(c3)OCO4)cc12	1.7
O=P(O)(CP(=O)(c1ccccc1)c1ccccc1)c1ccccc1O	2.5
Cc1cccc(NC(=O)C2(c3cccs3)CCOCC2)n1	3.6
COc1ccc(OC)c(NC(=O)COC(=O)c2ccc(OC)c(S(=O)(=O)N3CCOCC3)c2)c1	-1.1
Cc1ccc(F)cc1NC(=O)COC(=O)c1ccc2ncsc2c1	7.4
O=C(NCCN1CCOCC1)C1CC(=O)N(c2ccc(Cl)cc2)C1 (stereo unspecified)	-2.1
COc1ccccc1C(=O)N1CCN(S(=O)(=O)Cc2ccccc2)CC1	2.0
Cc1cccc(NC(=O)C2CCCN2S(=O)(=O)c2cccc3cccnc23)c1C (stereo unspecified)	-1.2
COC(=O)[C@]12C[C@H](CC(=O)NCc3cccc(C(F)(F)F)c3)C(=O)N(CCc3ccc(OC)c(OC)c3)C1=C[C@H](C1CCCC1)O[C@@H]2C	-1.2
O=C(N/N=C/c1cccnc1)C1CC1(c1ccccc1)c1ccccc1 (stereo unspecified)	-2.1
COc1cc(S(=O)(=O)N2CCOCC2)ccc1NC(=O)COC(=O)c1ccc(Cl)nc1	-1.7
O=S1(=O)c2ccc(N3CCC[C@H]3CO)cc2O[C@@H]2CCN1C2	2.3
Cc1cc(C)cc(NC(=O)CSc2nnc(-c3ccc(S(=O)(=O)N4CCCC4)cc3)o2)c1	-0.1
CCc1ccc2[nH]c(C(=O)Nc3ccc(C)c(F)c3)cc2c1	8.6
COc1cc(NC(=O)CCN2CCN(c3ccccc3F)CC2)cc(OC)c1	-1.3
O=C(/C=C/c1ccc(Cl)cc1)NCCc1ccccc1	0.0
CCOC(=O)[C@]12CCCC=C1N(CCC1=CCCCC1)C(=O)[C@H](CC(=O)NCc1ccccc1)C2	-5.6
CCCC1NC(C(=O)O)Cc2c1[nH]c1ccccc21 (stereo unspecified)	3.4
COc1cc(C(=O)OCC(=O)NCc2ccccc2)cc(NC(=O)c2ccco2)c1OC	-0.4
NC(=O)CSc1ncnc2c1oc1ccccc12	-1.1
O=C(NNC1CC(=O)N(c2cccc(Cl)c2)C1=O)c1cccnc1 (stereo unspecified)	0.4
CCOC(=O)c1c(-c2ccccc2)oc2ccc(O)c(CN(C)C)c12	-0.3
CC[C@]12c3[nH]c4ccc(Cl)cc4c3CCN1C(=O)[C@@H](CC(=O)NCCCOC)C[C@@H]2C(=O)N1CCN(C(=O)c2ccco2)CC1	1.0
Cc1cccc(C(=O)C2CCN(S(=O)(=O)c3cccc(C(=O)O)c3)CC2)c1	1.2
CC(=O)c1cn(CC(=O)NCc2ccco2)c2ccccc12	0.2
COc1ccc(C2C(C(=O)N3CC(C)CC(C)C3)c3ccccc3C(=O)N2C)cc1 (stereo unspecified)	0.7
COc1ccc(OC)c(-c2csc(NC(=O)CN3C(=O)NC4(CCCC4)C3=O)n2)c1	5.0
CCc1ccc2[nH]c(=O)c(Cc3ccccc3)c(O)c2c1	-6.1
CC(=O)Nc1ccc2c(=O)n(-c3ccccc3)sc2c1	-0.5
O=C(NCCCNC(=O)c1cnccn1)c1ccc(Br)cc1	5.0
OC(c1ccccc1)c1nc(-c2cccc3cccnc23)cs1 (stereo unspecified)	-1.0
COCc1cc(CN2CCCC(CNC(=O)c3ccc(F)cc3)C2)ccc1OC (stereo unspecified)	-2.5
CCN(C(=O)CSc1nnc(CNc2cccc(OC)c2)n1C1CCCCC1)C1CCS(=O)(=O)C1 (stereo unspecified)	-0.7
COc1ccccc1CNC(=O)Cn1c(=O)oc2cc(Cl)ccc21	7.2
CSc1ccccc1NC(=O)c1cc(S(=O)(=O)N(C)C)ccc1N1CCCC1	-1.9
COc1ccc(Cn2cc(COC(=O)N(C)Cc3ccccc3)nn2)cc1	-0.8
COc1cc(OC)cc(-c2c(Sc3ccccc3)c3cc(-c4ccc(OC)c(F)c4)ccc3n2C)c1	4.5
O=C(NCc1ccccc1)C12CC3CC(CC(Cl)(C3)C1)C2	-2.3

Next structures follow:
SMILES	TbREL1 inh
CCOc1ccc(CN(C)C(=O)CNC(=O)c2ccc(Br)o2)cc1OC	4.2
Oc1ccccc1-c1nnco1	-0.3
O=C(NCCC1=CCCCC1)c1coc(=O)c(Br)c1	2.6
CCNc1nc(Cl)nc(N(NC(C)=O)C(C)CC)n1 (stereo unspecified)	-0.5
CC1CCCN(c2ccc(C(=O)OCC(=O)N3c4ccccc4Sc4ccccc43)cc2[N+](=O)[O-])C1 (stereo unspecified)	1.0
CC1(C)CC(=O)C=C(NNC(=O)c2ccccc2)C1	5.7
CCOc1cc(C(=O)OCC(=O)Nc2ccc(F)cc2Cl)ccc1OCC(=O)N1CCOCC1	5.0
Cc1c(C)n(CCC#N)c2ccc(Cl)cc12	-2.3
CCN1C(=O)N(C)C2(c3ccccc3)N(C)C(=O)N(C)C12c1ccccc1 (stereo unspecified)	-2.0
CCOC(=O)C1CCN(C(=O)c2sc3ncnc(N4CCC(C)CC4)c3c2C)CC1	-1.3
C/C(=N/NS(=O)(=O)c1ccc(CC(C)C)cc1)c1ccncc1	-1.8
Cn1ccnc1Sc1nnnn1-c1ccccc1	-1.0
CN1CCn2cnc(C(=O)NCc3ccc(CNC(=O)OC(C)(C)C)cc3)c2C1=O	-3.6
O=C1CCCCCC1C1(O)C(=O)Nc2ccccc21 (stereo unspecified)	0.1
CC(C)(C)c1ccc(CSc2nnc(-c3cccs3)o2)cc1	-0.6
Cc1cccn2c(=O)c3cc(C(=O)NCCc4ccccc4)c(=N)n(Cc4ccco4)c3nc12	5.4
Cc1ccccc1-n1c(SCC(=O)Nc2ccc3c(c2)OCO3)nnc1-c1ccccn1	4.6
C#CCn1c(S(=O)(=O)Cc2ccc(F)cc2)nc(-c2ccccc2)c1-c1ccccc1	3.1
CCCCC(=O)NC(N1CCCCC1)C(Cl)(Cl)Cl (stereo unspecified)	5.9
Cc1nc(NC(=O)COC(=O)C2CC2C)c(Cl)cc1Cl (stereo unspecified)	0.8
COc1cccc(C(=O)COC(=O)C2CC(=O)N(c3ccc(Oc4ccccc4OC)cc3)C2)c1 (stereo unspecified)	-2.2
c1ccc(Cn2ccc(-c3cnc(-c4ccccc4)s3)n2)cc1	2.4
CCOc1cccc2c1OC1(C)CC2NC(=O)N1Cc1ccccc1 (stereo unspecified)	1.6
COc1ccc(C(=O)OCC(=O)NC(=O)NC2CCCC2)cc1[N+](=O)[O-]	0.0
CN1CCN(S(=O)(=O)c2ccc(N(C)Cc3c(F)cccc3Cl)nc2)CC1	-2.7
CCCCOC(=O)C1=C(C)Nc2ncnn2C1c1ccc(OC)c(OC)c1OC (stereo unspecified)	2.8
CCOC(=O)C1CCCN(c2c(NCCN3CCCCC3CC)c(=O)c2=O)C1 (stereo unspecified)	2.6
COc1ccc(CN(C)C(=O)c2ccc(NS(=O)(=O)c3ccc4[nH]c(=O)[nH]c4c3)cc2)c(OC)c1	-0.6
CCN(CC)CCCC(C)NC1=NCCCCC1 (stereo unspecified)	-3.3
Cc1cc(NC(=O)c2ccc3c(c2)OCCO3)ccc1NC(=O)c1ccco1	2.2
CCOc1ccc(NC(=O)C(C)Sc2nnc(C)n2C)cc1 (stereo unspecified)	-0.5
Cc1cccnc1C1=NOC(Cc2ccccc2)C(=O)N1Cc1ccc(F)cc1 (stereo unspecified)	3.2
Cc1cc(=O)[nH]c(SCC(=O)Nc2nonc2C)n1	4.0
Cc1cc(C(=O)COC(=O)c2ccc(O)cc2O)c(C)n1-c1ccc(OC(F)F)cc1	-5.5
CC(=O)Nc1ccc(S(=O)(=O)Nc2nnc(C3CCCCC3)s2)cc1	5.0
CC1(C)NC(=O)N(CC(=O)OCC(=O)Nc2cc(S(=O)(=O)N3CCCCC3)ccc2Cl)C1=O	-2.3
COc1ccc(C(=O)n2ncc(C#N)c2N)cc1	3.0
O=C(CSc1nc(C(F)(F)F)cc(=O)[nH]1)NCC1CCCO1 (stereo unspecified)	5.5
CC(C)c1ccc(NC(=O)C2Cc3c(-c4ccc5c(c4)OCO5)ccnc3O2)cc1 (stereo unspecified)	4.4
C(=C\CSc1nnnn1-c1ccccc1)/CSc1nnnn1-c1ccccc1	0.9
COc1cc(OC)cc(C(=O)NCC(=O)Nc2ccc(-c3ccccc3)cc2)c1	6.6
O=c1c2ccccc2nc(SCc2nc3ccccc3s2)n1Cc1ccco1	1.4
CN1CCN(C(=S)c2ccc(OCC(=O)Nc3cccc(C(F)(F)F)c3)cc2)CC1	-6.2
CC(=O)C[C@H]1c2ccccc2S(=O)(=O)N1c1ccccc1	-1.5
COc1ccc2sc(-c3ccc(SC)cc3)c(C#CCO)c2c1	-0.6
CN(C)S(=O)(=O)c1cccc(NC(=O)c2cccc(S(=O)(=O)N3CCCCC3)c2)c1	3.4
O=C(O)c1ccccc1C(=O)OCc1c(-c2ccccc2)ncc2ccccc12	0.5
CCC(=O)N1c2ccccc2NC2=C(C(=O)CC(C)(C)C2)C1c1cccnc1 (stereo unspecified)	7.2

3 entries already listed, sorted by number of heavy atoms, low to high.
SMILES	TbREL1 inh
COc1ccc(C(=O)n2ncc(C#N)c2N)cc1	3.0
CC(=O)C[C@H]1c2ccccc2S(=O)(=O)N1c1ccccc1	-1.5
COc1ccc2sc(-c3ccc(SC)cc3)c(C#CCO)c2c1	-0.6

The list goes on:
SMILES	TbREL1 inh
CCN(Cc1ccccc1)C(=O)CC1Oc2ccccc2NC1=O (stereo unspecified)	4.5
Cc1nc(SCc2ccccc2)c(C(F)(F)F)c(=O)[nH]1	1.5
Nc1ncc(-c2cc3ccccc3oc2=O)s1	2.4
COC(=O)c1ccc(Oc2nc(C(N)=O)cc(-c3ccccc3)n2)cc1	4.2

Exported as labelled records: entries from further up
O=C(NCCN1CCOCC1)C1CC(=O)N(c2ccc(Cl)cc2)C1 (stereo unspecified)
  TbREL1 inh: -2.1
COc1ccccc1C(=O)N1CCN(S(=O)(=O)Cc2ccccc2)CC1
  TbREL1 inh: 2.0
Cc1cccc(NC(=O)C2CCCN2S(=O)(=O)c2cccc3cccnc23)c1C (stereo unspecified)
  TbREL1 inh: -1.2
COC(=O)[C@]12C[C@H](CC(=O)NCc3cccc(C(F)(F)F)c3)C(=O)N(CCc3ccc(OC)c(OC)c3)C1=C[C@H](C1CCCC1)O[C@@H]2C
  TbREL1 inh: -1.2
